Bioassay records from PubChem.
FBPA coupling cs: qHTS Assay for Inhibitors of Fructose-1,6-bisphosphate Aldolase from Giardia Lamblia: Coupling assay counterscreen. 290,000 tested, 0.67% active. AID 2472, 2010. activity change, negative = inhibition, % at 58.2 µM, hits read low. coupling enzyme system counterscreen, AmpLite Red fluorescence; in the data active means activity change below about -30%; further: on the % scale 0 is the no-effect control and ±100 the full control effect
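Fluorescence at 525 nm excitation and 598 nm emission measured inhibition of the coupled detection system without aldolase. Compounds (at 57.5 uM final) were preincubated 10 min at room temperature with coupling enzyme reagent before a 20 min substrate/AmpLite Red step.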
Menin MLL FP TR: qHTS Assay for Inhibitors Targeting the Menin-MLL Interaction in MLL Related Leukemias: Competition With Texas Red Labeled MLL-derived Mutant Peptide | O00255 | 270,000 tested, 0.23% active | Potency, µM (titrated, usually from 61.6 µM), without a hit: at the highest dose FP activity change, negative = inhibition, hits mostly inhibitors | AID 1768, 2009 | Menin + Texas Red MLL mutant peptide, fluorescence polarization; active means well fitted inhibition curve with a large enough effect in the polarisation, with a control signal flat, not every such curve was filed as active; inconclusive means small, poorly fitted or top-dose-only effect, or effect the other way, or a change in a side signal; inactive means no such curve, though single readings can be large or run the other way; the % refers to the polarisation; further: potency means the concentration at half of the fitted maximal effect; % of control where 0% means no effect; many of its hits are not listed in these tables
Target sequence (O00255 whole entry, looked up): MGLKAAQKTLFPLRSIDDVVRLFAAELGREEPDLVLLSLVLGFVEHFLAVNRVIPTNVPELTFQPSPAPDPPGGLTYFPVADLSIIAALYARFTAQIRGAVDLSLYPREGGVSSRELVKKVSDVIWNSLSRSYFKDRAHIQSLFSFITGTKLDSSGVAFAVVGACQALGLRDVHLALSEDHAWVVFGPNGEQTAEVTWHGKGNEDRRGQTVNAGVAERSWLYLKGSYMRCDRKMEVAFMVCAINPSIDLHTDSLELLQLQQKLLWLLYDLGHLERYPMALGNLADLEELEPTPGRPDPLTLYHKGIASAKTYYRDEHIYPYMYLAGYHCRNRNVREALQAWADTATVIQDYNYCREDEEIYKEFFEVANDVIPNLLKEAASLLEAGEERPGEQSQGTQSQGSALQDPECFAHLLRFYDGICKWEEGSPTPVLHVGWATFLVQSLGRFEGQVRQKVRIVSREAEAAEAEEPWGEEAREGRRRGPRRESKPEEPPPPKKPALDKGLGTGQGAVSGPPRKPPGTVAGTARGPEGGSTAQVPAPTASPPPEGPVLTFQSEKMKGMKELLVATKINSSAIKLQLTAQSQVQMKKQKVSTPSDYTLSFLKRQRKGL
GALK inhibitor: qHTS Assay for Inhibitors of Human Galactokinase (GALK); P51570; Purified GALK, Kinase-Glo residual ATP luminescence; 270,000 tested, 0.007% active; AID 1868, 2009; Potency, µM (highest dose often 57.5 µM), inactives show top-dose activity change, negative = inhibition, most hits filed as inhibitors; further: potency means the concentration at half of the fitted maximal effect; on the % scale 0 is the no-effect control and ±100 the full control effect
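ATP-depletion format; final 35 uM ATP, 100 uM D-galactose, 5 nM enzyme; pH 8.0 HEPES/Mg2+ buffer; 60 min RT; luminescence read 10 min after detection reagent.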
PKM2 activator: qHTS Assay for Activators of Human Muscle isoform 2 Pyruvate Kinase; Potency, µM (series often up to 57.5 µM), inactives show at the highest dose activation, most hits filed as activators; 260,000 tested, 0.34% active; purified PKM2, Kinase-Glo ATP luminescence, activation; response scale: 0% is enzyme alone, no compound; further: potency means the concentration at half of the fitted maximal effect; on the % scale 0 is the no-effect control and ±100 the full control effect; nearly all actives have a fitted effect of over 55% in size
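Purified hPK-M2 (>95%) run at intermediate activity with 0.1 mM ADP and 0.5 mM PEP in 50 mM imidazole pH 7.2, KCl, MgCl2; 1 h room temperature. ATP formed read by Kinase-Glo luminescence; normalized to uninhibited and no-enzyme controls.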
CXXC DNA block: qHTS Fluorescence Polarization Assay for Inhibitors of MLL CXXC domain - DNA interaction; Histone-lysine N-methyltransferase 2A (Homo sapiens), Q03164; MLL-CXXC / FITC-HOXA9 DNA fluorescence polarization; Potency, µM (highest dose often 115 µM), for inactives: top-dose activity change, negative = inhibition, actives largely listed as inhibitors; 290,000 tested, 0.037% active; active means well fitted inhibition curve with a large enough effect in the polarisation, with a control signal flat, not every such curve was filed as active; inconclusive means small, poorly fitted or top-dose-only effect, or effect the other way, or a change in a side signal; inactive means no such curve, though single readings can be large or run the other way; the % refers to the polarisation; further: potency means the concentration at half of the fitted maximal effect
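Fluorescence polarization: 7 uM MLL-CXXC (stock) preincubated 5 min with compounds, then 50 nM fluorescein-HOX-A9 DNA (stock) added; 30 min ambient. Buffer 50 mM Tris-HCl pH 7.5, 50 mM NaCl, 1 mM DTT, 0.05% BSA.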
B2AR arrestin: qHTS assay of beta-arrestin-biased ligands of beta2-adrenergic receptor; Beta-2 adrenergic receptor (Homo sapiens), P07550; beta-arrestin recruitment to beta2AR, cell-based reporter; Potency, µM (top dose mostly 46.1 µM), for inactives: top-dose activation, hits mostly activators; 330,000 tested, 0.02% active;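 further: potency means the concentration at half of the fitted maximal effect; 0% = DMSO controls and full agonism = EC100 isoproterenol or metaproterenol; nearly all actives have a fitted effect of over 65% in size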
Target sequence (P07550 whole entry, looked up): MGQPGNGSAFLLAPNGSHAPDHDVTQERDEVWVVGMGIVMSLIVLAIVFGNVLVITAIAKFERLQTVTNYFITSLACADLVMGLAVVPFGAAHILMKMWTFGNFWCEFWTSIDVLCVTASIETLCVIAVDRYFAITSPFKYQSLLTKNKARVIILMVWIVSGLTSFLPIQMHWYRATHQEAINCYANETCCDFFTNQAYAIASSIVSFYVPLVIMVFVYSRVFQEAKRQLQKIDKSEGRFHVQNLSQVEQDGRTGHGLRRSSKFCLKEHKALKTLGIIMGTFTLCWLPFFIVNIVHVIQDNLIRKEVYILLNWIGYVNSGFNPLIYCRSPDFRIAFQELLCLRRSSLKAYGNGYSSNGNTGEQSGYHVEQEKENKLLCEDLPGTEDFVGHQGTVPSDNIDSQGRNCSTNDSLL
USP2a inh: qHTS Assay for Inhibitors of Ubiquitin-specific Protease USP2a Using CHOP2 as the Reporter; Ubiquitin carboxyl-terminal hydrolase 2 (Homo sapiens), O75604; USP2 core, Ub-CHOP2 coupled fluorogenic reporter, 485/531; Potency, µM (highest dose often 38.3 µM), for inactives: top-dose activity change, negative = inhibition, usual class: inhibitors; AID 463254, 2010; 330,000 tested, 0.01% active;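 further: potency means the concentration at half of the fitted maximal effect; plate controls were DMSO wells for no effect and full inhibition by NEM control for full effect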
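USP2 core (10nM final) preincubated 30min RT with compound in 20mM Tris-HCl pH 8.0, 2mM CaCl2, 2mM beta-mercaptoethanol, 0.05% CHAPS; 25nM Ub-CHOP2 plus 25nM reporter substrate added, fluorescence (Ex485/Em531) read after 60min.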
KCNH2 3.1 block: qHTS for Inhibitors of KCHN2 3.1: Mutant qHTS | U2OS KCNH2 3.1, thallium flux FluxOr; active compounds read low | activity change, % (tested at about 1.8 µM) | 340,000 tested, 0.95% active | AID 720553, 2013;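 active means maximum activity change below -70%; inconclusive means maximum activity change from -70% to -50%; inactive means maximum activity change above -50%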;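 further: thallium influx rate constant from kinetic fluorescence after stimulation buffer; on the % scale 0 is the no-effect control and ±100 the full control effect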
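Measured as rate of thallium-driven FluxOr signal in transduced U2OS cells carrying the 3.1 channel, read kinetically for 2 min upon stimulation; values are rate constants scaled to DMSO control wells.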
Giardia killer: Small Molecules that selectively kill Giardia lamblia: qHTS. activity change, % at 7.66 µM, hits read low. 340,000 tested, 0.15% active. Giardia lamblia trophozoite viability; in the data active means activity change below about -80%; inconclusive means between about -30% and that limit;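 further: parasites exposed to compound for two days anaerobically before the ATP read; on the % scale 0 is the no-effect control and ±100 the full control effect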
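Media and compound were dispensed first, then trophozoites at 100 cells/well; plates sat 48 hrs at 37 deg C without oxygen before ATP luminescence reagent was added and read after 15-30 min at room temperature.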
hERG WT inh: qHTS for Inhibitors of KCHN2 3.1: Wildtype qHTS | U2OS, BacMam KCNH2, thallium flux FluxOr; active compounds read low | activity change, % at 1.84 µM | 340,000 tested, 0.37% active | AID 720551, 2013;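 active means maximum activity change below -70%; inconclusive means maximum activity change between -70% and -50%; inactive means maximum activity change above -50%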; further: on the % scale 0 is the no-effect control and ±100 the full control effect
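U2OS cells transduced with wild-type KCNH2 virus are loaded with FluxOr dye for 45 min, and thallium flux is measured in kinetic reads before and after stimulation buffer. Rate constants are normalized to DMSO controls.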
TRPV1 ag: HTS Assay for Compounds that Act as Agonists of the Vanilloid Receptor 1; Transient receptor potential cation channel subfamily V member 1 (Homo sapiens), Q8NER1; TRPV1-expressing cells, Fluo-8 calcium influx, agonist mode; activation, % at 8.33 µM; 320,000 tested, 0.19% active; in the data active means activation above about 80%; inconclusive means between about 30% and that limit; further: 0% is about no effect
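TRPV1-expressing cells were cultured overnight at 35.5C and loaded with Fluo-8 calcium dye for 40 to 90 min at room temperature. After a 10 s baseline, compound was added and calcium influx was read kinetically for 3 min (ex 480/em 520 nm).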
Active calls of the source: *; ? = inconclusive; nt = not tested or not shown; & = joins results of further samples; [ ] = dose if it differs, or a comment. Unless noted, the call rests on the fitted dose curve; in most records, active means well fitted curve in the direction sought with a large enough effect; inconclusive means small, poorly fitted or top-dose-only effect, or another doubt; inactive means no such curve, though single readings can be large; an effect the other way counts as inactive or inconclusive. A portion of the library. The share of hits here may be higher or lower than overall.

SMILES | FBPA coupling cs | Menin MLL FP TR | GALK inhibitor | PKM2 activator | CXXC DNA block | B2AR arrestin | USP2a inh | KCNH2 3.1 block | Giardia killer | hERG WT inh | TRPV1 ag
CN(C)C(=O)c1nnsc1Sc1ccc(Cl)cc1 | 4.3 | -0.9% | 1.5% | 0.7% | 12.5% | -0.9% | 8.7% | 22.2 | -4.7 | -4.7 | 9.8
CNC(=O)c1cc2c(=O)n3cccc(C)c3nc2n(C(C)C)c1=N | -0.1 | -20.1% | -1.5% | 1.2% | 13.5% | 0.1% | 2.1% | -24.0 | -0.1 | -24.5 | 2.5
COc1cc(/C=C/C(=O)OCC(=O)N2CCN(C(=O)c3ccco3)CC2)ccc1O | 1.5 | -1.8% | 0.7% | -0.1% | 0.6% | -1.9% | 2.9% | -1.4 | 2.9 | 1.7 | -1.6
COc1ccc(N=Nc2c(C)[nH][nH]c2=O)cc1 | 0.6 | 0.3% | 0.0% | -9.7% | 3.5% | 0.4% | -8.6% | -9.4 | -0.5 | 0.5 | -19.4
O=C(Nc1ccccc1N1CCN(C(=O)c2ccccc2)CC1)c1cccc(Cl)c1 | 4.9 | nt | 6.0% | -0.8% | -4.0% | 0.4% | -1.5% | -28.8 | -26.4 | 6.3 | ?
C=CCNC(=S)N/N=C/c1ccc(C(C)(C)C)cc1 | -5.5 | 7.7% | -1.2% | -14.2% | -4.3% | ? | -1.0% | 5.5 | 1.7 | 16.8 | 9.3
COc1ccc(OC)c(S(=O)(=O)NCCc2csc(-c3cccnc3)n2)c1 | -0.5 | nt | 3.9% | -2.2% | 6.4% | -1.3% | 1.5% | 8.4 | 2.5 | -3.6 | 3.1
O=C(Nc1nc2ccccc2[nH]1)c1ccc(Cl)c([N+](=O)[O-])c1 | -2.2 | 21.0% | 0.6% | -9.2% | 33.3%[activator] | 0.2% | 9.0% | 9.2 | ? | -3.4 | -2.5
COc1ccccc1N1CCN(C(=O)C2CCC(Cn3c(=S)[nH]c4ccccc4c3=O)CC2)CC1 (stereo unspecified) | -0.4 | -19.0% | -1.3% | -3.8% | -5.9% | -0.6% | -4.5% | 8.5 | -3.2 | 1.3 | 5.9
Cc1cccc(N2C(S)=C(C#N)C(=O)NC2c2ccco2)c1 (stereo unspecified) | 11.3 | 27.8% | 5.6% | -4.6% | -5.7% | -0.5% | -1.0% | 12.8 | -2.0 | -1.6 | 0.3
COC(=O)[C@@]1(Cc2ccc(F)cc2)[C@H]2c3cc(C(=O)N4CCCC4)n(CCc4c[nH]c5ccc(OC)cc45)c3C[C@H]2CN1C(=O)c1ccccc1 | -4.2&-1.4 | -1.1%&-3.6% | nt | -0.6%&0.9% | 26.5% | -0.3% | 3.5% | nt | nt | nt | 2.0
COc1ccc(CN2CCN(CC3CC3)CC2CCO)cc1C (stereo unspecified) | 1.6 | 13.8% | 0.0% | -0.1% | -4.5% | 0.0% | 1.7% | -24.3 | -1.6 | -3.2 | 0.7
Fc1cccc(Cl)c1Cn1nnc2c(NCc3ccccn3)ncnc21 | 4.4 | -7.8% | 0.6% | 30.0% | -7.9% | -0.9% | 3.9% | -5.2 | -5.1 | -17.8 | 4.7
CC1CCC(N(CCCN)Cc2ccco2)CC1C (stereo unspecified) | 2.8 | ? | 3.9% | -2.7% | 24.8% | 0.0% | -2.3% | 10.5 | -3.9 | 3.2 | 5.4
CC(C)c1nnc(N2C(=O)C(O)=C(C(=O)c3cccs3)C2c2ccccc2)s1 (stereo unspecified) | -6.2 | 3.6% | 2.0% | 1.1% | ? | -0.2% | ? | 10.6 | -2.2 | -34.3 | 103.4*
C(=C\c1ccccc1)/CSc1nnc(-c2cnccn2)n1Cc1ccco1 | -0.4 | 3.5% | -1.8% | 3.0% | -1.9% | -0.6% | -1.5% | -39.4 | -2.9 | 17.7 | 0.0
CCCC(=O)Nc1sc(C(=O)OC)c(C)c1C(N)=O | 0.3 | 0.2% | 0.4% | -4.7% | -5.8% | -0.2% | 3.0% | 8.5 | 21.5 | -9.3 | 0.6
Cc1nc(SCC(=O)NCc2ccco2)nc(C)c1C | 1.0 | -10.1% | 7.9% | ? | -1.0% | 0.2% | 1.2% | -5.7 | 5.3 | 22.1 | 9.2
CC1(C)CC2(C)OC(=N)C1(C#N)C2(C#N)C#N (stereo unspecified) | 1.4 | nt | -2.4% | 8.2% | 14.1% | -0.4% | 1.1% | -1.1 | -23.8 | -0.6 | -5.2
Cn1c(SCC(=O)NCc2ccco2)nnc1C1CC1 | nt | nt | nt | nt | nt | -0.4% | 2.2% | -16.0 | 20.9 | -0.5 | nt
Cc1cccn2c(=O)c(C=O)c(N3CCCCCC3)nc12 | 16.3 | -23.0% | -3.2% | 7.0% | -0.8% | -0.2% | 2.5% | 19.4 | -16.2 | 5.2 | 22.0
O=C(Nc1ccccc1)c1sccc1Oc1ccc([N+](=O)[O-])cc1F | -0.5 | 2.6% | 12.1% | nt | 4.3% | -0.2% | -9.3% | -17.7 | 4.4 | 2.4 | -3.5
CC1CN(Cc2cn(C)nc2-c2ccc(Oc3ccccc3)cc2)CCN1C (stereo unspecified) | -3.0 | -3.4% | 0.4% | -2.6% | -14.6% | 0.5% | -0.2% | 2.2 | 3.2 | 20.9 | -2.0
CCc1nc2ccccc2c(C(=O)OCC(=O)NC2CC2)c1C | nt | nt | nt | nt | nt | -0.2% | 2.3% | 1.3 | 3.8 | -2.9 | nt
CCOC(=O)c1sc2nc(C)nc(NCc3ccccc3)c2c1C | -0.4 | -9.5% | 1.2% | nt | 4.3% | 0.1% | 2.5% | -7.3 | 6.1 | 2.5 | 12.2
Cn1c(N)cc(-c2ccc(F)cc2)c(C#N)c1=O | -0.5 | 0.2% | 0.1% | -4.4% | -4.0% | 0.0% | 2.6% | 2.2 | 4.1 | 1.0 | -0.9
OCC1(CCOc2ccccc2)CCN(Cc2ccc3c(c2)OCCO3)CC1 | 4.0 | -0.1% | -1.5% | -2.3% | -2.3% | -0.5% | 2.8% | -47.5 | 0.6 | 5.0 | 5.8
COc1ccc(C(=O)CNC2=NCCC2)cc1 | 0.8 | 3.0% | 0.4% | -4.6% | 9.0% | 0.3% | -1.2% | 0.3 | -3.0 | -0.2 | -1.7
COc1cccc(C(=O)NCCNC(=O)c2ccc(C)nc2)c1 | 0.9 | 2.9% | 0.1% | -1.3% | 7.5% | -0.8% | 1.8% | -2.9 | 3.4 | 1.5 | -0.6
CCOC(=O)C1C(=O)C=C(N2CCOCC2)CC1c1cccc(OC)c1 (stereo unspecified) | 8.9 | 18.6% | 2.3% | 12.2% | -9.4% | 0.2% | 4.0% | 6.2 | -19.5 | 1.1 | -5.4
Cc1ccc(C)c(C(=O)CSc2nnnn2-c2cccnc2)c1 | 3.8 | -21.6% | 0.7% | 4.0% | -4.4% | 0.4% | -0.3% | 3.3 | 27.2 | 0.7 | 5.7
O=C(Nc1nnc(Cc2ccc([N+](=O)[O-])cc2)s1)Nc1ccccc1F | -0.9 | 25.2% | 3.8% | 0.8% | -3.9% | 0.0% | 0.2% | 2.6 | 22.2 | -4.1 | -1.1
CCOc1ccc(-c2cc(NC(=O)Cn3ncc4c3-c3ccccc3OC4)on2)cc1OCC | 3.5 | 10.7% | 2.2% | -10.2% | -11.7% | 0.0% | 0.7% | -0.6 | -5.2 | -14.1 | -6.9
